# Source: PubChem (National Center for Advancing Translational Sciences (NCATS))
# TrxR1 inh – qHTS Assay for Inhibitors of Mammalian Selenoprotein Thioredoxin Reductase 1 (TrxR1): qHTS. Thioredoxin reductase 1, cytoplasmic (Rattus norvegicus), O89049. recombinant rTrxR1, NADPH fluorescence consumption, selenite substrate. Potency, µM (doses to about 114 µM), without a hit: at the highest dose activity change, negative = inhibition, most hits filed as inhibitors. hit rate 1% among 390,000. AID 588453, 2011; also: % is scaled to controls: 0 for no effect and ±100 for the full control effect; nearly all actives have a fitted effect of over 65% in size
#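 Rat TrxR1 (90 nM in the dispensed reagent) was pre-reduced with 400 uM NADPH for 5 min at room temperature, then incubated with compound for 15 min. After 400 uM selenite was added, NADPH fluorescence (Ex 340/Em 450 nm) was followed for 8 min.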
# TrxR1 substrate – qHTS Assay for Substrates of Mammalian Selenoprotein Thioredoxin Reductase 1 (TrxR1): qHTS. AID 588456, 2011. hit rate 0.01% among 390,000. purified TrxR1 substrate turnover, NADPH consumption readout. Potency, µM (top dose mostly 114 µM), for the others: top-dose activity change, negative = substrate turnover; also: % is scaled to controls: 0 for no effect and ±100 for the full control effect; nearly all actives have a fitted effect of over 50% in size
#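 Rat TrxR1, dispensed at 90 nM, was prereduced with 400 uM NADPH (final) for 5 min at ~22 deg C, then incubated with compound 15 min before 400 uM selenite. A first-read NADPH fluorescence drop versus no-compound background flagged substrates.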
# ALOX12 inh – Primary qHTS assay for inhibitors of human arachidonate 12S-lipoxygenase (ALOX12): Round 2 | purified 12hLO, xylenol orange hydroperoxide absorbance | Potency, µM (titrated, usually from 108 µM), for the others: at the highest dose activity change, negative = inhibition, actives largely listed as inhibitors | hit rate 1.1% among 580,000 | AID 1671190, 2021; also: % is scaled to controls: 0 for no effect and ±100 for the full control effect
#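 Hydroperoxide product was detected by ferrous iron/xylenol orange as the 573 to 405 nm absorbance ratio. Arachidonic acid at 40 uM (final) was turned over for 30 min at room temperature by 150 nM human 12hLO, pH 7.0 Hepes buffer, after 15 min compound preincubation.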
# Vif-APOBEC3F blk – qHTS for Inhibitors of Vif-A3F Interactions: qHTS; hit rate 0.2% among 390,000; AID 602313, 2012; Potency, µM (highest dose often 46.1 µM), without a hit: at the highest dose activity, negative = active; HeLa A3F-eYFP + Vif (tagged APOBEC3F with the HIV-1 protein that degrades it), YFP fluorescence increase; also: % of control where 0% means no effect; nearly all actives have a fitted effect of over 65% in size
#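 Fluorescence increase (Ex 488/Em 500-530) after overnight compound treatment at 37 deg C flags inhibition of Vif-driven A3F-eYFP loss in stable HeLa A3F-eYFP/Vif cells seeded overnight beforehand.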
# USP1 inh – Inhibitors of USP1/UAF1: Primary Screen. Potency, µM (titrated, usually from 57.1 µM), for the others: at the top dose activity change, negative = inhibition, hits mostly inhibitors. hit rate 0.23% among 390,000. Ubiquitin carboxyl-terminal hydrolase 1 (Homo sapiens), O94782. recombinant USP1/UAF1, Ub-Rhodamine cleavage fluorescence. AID 743255, 2014; also: % is scaled to controls: 0 for no effect and ±100 for the full control effect; nearly all actives have a fitted effect of over 60% in size; inactives centre near -12
#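 Step one: compound is pinned into 1nM USP1/UAF1 in HEPES pH 7.8 buffer with TCEP. Step two: 15 min room-temperature incubation. Step three: Ub-Rho (150nM final) starts cleavage, tracked by fluorescence over six one-minute reads.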
# RXFP1 ag – qHTS Assay for Agonists of the Relaxin Receptor RXFP1; Relaxin receptor 1 (Homo sapiens), Q9HBX9; HEK293T-RXFP1 cAMP TR-FRET, 30 min; response scale: percent of porcine relaxin response, buffer zero; Potency, µM (doses to about 57.5 µM), for the others: top-dose activation, most hits filed as activators; hit rate 0.3% among 370,000; also: % is scaled to controls: 0 for no effect and ±100 for the full control effect; nearly all actives have a fitted effect of over 60% in size; many of its hits are not listed in these tables
# Target sequence (Q9HBX9 whole entry, looked up): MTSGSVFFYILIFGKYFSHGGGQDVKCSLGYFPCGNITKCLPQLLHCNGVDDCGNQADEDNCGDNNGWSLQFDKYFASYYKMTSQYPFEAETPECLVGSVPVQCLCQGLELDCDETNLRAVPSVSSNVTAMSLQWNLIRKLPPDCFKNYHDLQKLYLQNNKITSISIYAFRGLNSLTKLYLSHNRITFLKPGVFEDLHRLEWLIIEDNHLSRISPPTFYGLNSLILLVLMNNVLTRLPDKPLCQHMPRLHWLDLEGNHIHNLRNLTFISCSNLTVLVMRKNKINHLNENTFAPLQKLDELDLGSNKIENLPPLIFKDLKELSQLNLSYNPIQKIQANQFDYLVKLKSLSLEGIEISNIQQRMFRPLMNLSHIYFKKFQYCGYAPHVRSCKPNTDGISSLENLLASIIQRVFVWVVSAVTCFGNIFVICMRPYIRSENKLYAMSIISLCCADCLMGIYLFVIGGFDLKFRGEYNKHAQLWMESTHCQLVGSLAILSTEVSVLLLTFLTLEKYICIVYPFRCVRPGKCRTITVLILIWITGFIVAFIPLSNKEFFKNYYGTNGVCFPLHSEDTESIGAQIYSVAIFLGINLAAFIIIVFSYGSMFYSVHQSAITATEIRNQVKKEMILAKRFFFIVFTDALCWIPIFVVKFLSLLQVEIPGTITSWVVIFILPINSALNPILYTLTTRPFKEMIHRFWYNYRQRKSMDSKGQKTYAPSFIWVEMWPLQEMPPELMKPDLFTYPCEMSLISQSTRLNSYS
#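 HEK293T cells stably expressing RXFP1 were pretreated with the PDE4 inhibitor Ro 20174, exposed to compounds for 30 min at 37C, lysed, and cAMP was read by TR-FRET. Data normalized to buffer (basal) and 29 nM porcine relaxin (100%).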
# RGS4 inh – Inhibitors of Regulator of G Protein Signaling (RGS) 4: qHTS; Regulator of G-protein signaling 4 (Homo sapiens), P49798; Transcreener GDP fluorescence polarization, RGS4-accelerated GTP hydrolysis; Potency, µM (doses to about 114 µM), without a hit: top-dose activity change, negative = inhibition, usual class: inhibitors; hit rate 0.039% among 390,000; AID 504845, 2011; also: % is scaled to controls: 0 for no effect and ±100 for the full control effect; nearly all actives have a fitted effect of over 75% in size; some results filed as inactive show a strong effect at the top dose
# Target sequence (P49798 whole entry, looked up): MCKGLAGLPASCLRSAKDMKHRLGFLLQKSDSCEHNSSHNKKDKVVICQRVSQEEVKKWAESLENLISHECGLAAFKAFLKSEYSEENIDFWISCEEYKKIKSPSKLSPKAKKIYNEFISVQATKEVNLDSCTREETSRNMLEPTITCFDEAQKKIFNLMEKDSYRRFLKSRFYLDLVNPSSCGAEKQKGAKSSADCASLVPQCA
#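 MLSMR compounds (23 nl, pin-transferred) preincubated 10 min at room temperature with a 500nM (2x) first reagent, then RGS4 at 900nM (2x) plus Transcreener GDP mix added; fluorescence polarization (620/688 nm) read before and after 90 min at 30 °C.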
# IDH1 R132H inh – qHTS for Inhibitors of mutant isocitrate dehydrogenase 1 (IDH1): qHTS | Isocitrate dehydrogenase [NADP] cytoplasmic (Homo sapiens), O75874 | IDH1-R132H enzyme, NADPH consumption, diaphorase/resazurin fluorescence | Potency, µM (doses to about 76.6 µM), inactives show at the top dose activity change, negative = inhibition, usual class: inhibitors | hit rate 0.093% among 390,000; also: % is scaled to controls: 0 for no effect and ±100 for the full control effect; nearly all actives have a fitted effect of over 65% in size
#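 IDH1-R132H (0.5 ug/mL dispensed) in pH 7.5 Tris buffer was preincubated 30 min with compound, then given a substrate mix of 0.016 mM NADPH and 2 mM alpha-KG for 80 min at room temperature; remaining NADPH was read by diaphorase/resazurin fluorescence.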
# Vif-A3G inh – qHTS for Inhibitors of Vif-A3G Interactions: qHTS | DNA dC->dU-editing enzyme APOBEC-3G (Homo sapiens), Q9HC16 | HeLa A3G-eYFP + Vif (tagged APOBEC3G with the HIV-1 protein that degrades it), YFP fluorescence, overnight | Potency, µM (highest dose often 46.1 µM), without a hit: top-dose activity, negative = active, actives largely listed as inhibitors | hit rate 0.076% among 410,000 | AID 602310, 2012;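 also: % is scaled to controls: 0 for no effect and ±100 for the full control effect; nearly all actives have a fitted effect of over 60% in size; hits raise eYFP signal because A3G escapes Vif-driven loss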
#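 HeLa cells stably expressing Vif and C-terminally eYFP-tagged A3G, seeded overnight at 37 deg C, then exposed to compound by pintool overnight at 37 deg C. Rise in yellow fluorescence (Ex 488/Em 500-530, Acumen) marks blocked Vif-driven A3G degradation.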
# An asterisk follows results filed as active; i = inactive; ? = inconclusive; . = not tested or not shown; [ ] = dose if it differs, or a comment. Calls follow the shape of the dose curve; as a rule, active = well fitted curve in the direction sought with a large enough effect; inconclusive = small, poorly fitted or top-dose-only effect, or another doubt; inactive = no such curve, though single readings can be large; an effect the other way counts as inactive or inconclusive. Potency is read from the fitted curve at half-maximal effect. Only part of the results is shown. The share of hits here may be higher or lower than overall.
Compound	TrxR1 inh	TrxR1 substrate	ALOX12 inh	Vif-APOBEC3F blk	USP1 inh	RXFP1 ag	RGS4 inh	IDH1 R132H inh	Vif-A3G inh
CCCCCNCc1ccc(Br)cc1	-13%[11.4 µM]	4%[11.4 µM]	-20%	-12%	-6%	-0.8%	9%	-1%	-1%
O=C(Nc1ccncc1)c1ccc(N2CCCC2=O)cc1	0%	-2%	6%	5%	-6%	-1.1%	0%	5%	1%
Cc1cccc(CNC(=O)CCCN2C(=O)CCn3nc(-c4cn(C)c5ccccc45)cc32)c1	12%[57.1 µM]	1%[57.1 µM]	-23%	1%	-7%	-1.1%	4%	11%	-8%
O=C(Nc1nc2c(s1)CCCCCC2)Nc1ccc(F)cc1F	29%[57.1 µM]	2%[57.1 µM]	0%	-1%	-2%	4.3%	-22%	7%	1%
COC(=O)[C@@]1(Cc2ccc(OC)cc2)[C@H]2c3cc(C(=O)N4CCCC4)n(CCSCCO)c3C[C@H]2CN1C(=O)c1ccccc1	17%	3%	.	-3%	-14%	1.6%	-25%	6%	2%
CC(C)[C@H](NC(=O)OC(C)(C)C)C(=O)N/N=C/c1cccc2nccnc12	25%[57.1 µM]	4%[57.1 µM]	19%	-2%	1%	-0.4%	28%	9%	1%
COc1ccc(NC2=C(Cl)C(=O)N(CCc3ccccc3)C2=O)cc1	18%	0%	-8%	-8%	-23%	0.2%	-21%[11.4 µM]	0%	1%
COc1ccc(NC(C)=O)cc1C	14%[57.1 µM]	6%[57.1 µM]	-9%	-7%	1%	-2.0%	-30%	-2%	-7%
CS(=O)(=O)c1ccc(C(=O)Nc2nc(-c3ccco3)c(-c3ccco3)s2)cc1	14µM*	-20%	?	2%	-11%	-1.6%	?	3%	-18%
Cc1ccc(NC(=O)c2ccc(Cl)c(S(=O)(=O)N3CCCCCC3)c2)nc1	10%	-2%[57.1 µM]	-5%	2%	-12%	2.8%	-7%	-8%	0%
Oc1ccc(C[C@@H]2CNCCN2CCc2cccc3ccccc23)cc1	30%[57.1 µM]	16%[57.1 µM]	?	0%	17%	-2.3%	2%	9%	0%
CCOC(=O)C1=C2c3ccc4ccccc4c3CC(C)(C)N2C(=O)C1=O	-18%	-15%	-21%	7%	?	-3.0%	-24%	7%	1%
Cc1cc(C)n(-c2nc3cc(Cl)ccc3nc2Nc2ccc(C)c(F)c2)n1	10%	0%	-21%	0%	-22%	-0.6%	-3%	-3%	0%
Cn1c(=O)n(C)c2cc(S(=O)(=O)NCCO)ccc21	23%	11%	-3%	-3%	-12%	1.1%	-12%	3%	0%
Nc1nonc1-n1nnc(C(=O)N/N=C/c2cccnc2)c1-c1cccs1	19%	-3%	15%	1%	-23%	0.9%	-11%	9%	-1%
COc1ccc2cc(CN(CC3CCCO3)C(=S)Nc3ccccc3)c(=O)[nH]c2c1 (stereo not drawn)	18%[57.1 µM]	-8%	-19%	-13%	-11%	-1.4%	-1%	-3%	-24%
CCCn1c(SCC(=O)Nc2ccc3c(c2)OCCO3)nnc1-c1ccco1	-10%	-11%	0%	-6%	-4%	0.2%	-11%	6%	1%
CCOC(=O)C1(Cc2ccccc2C)CCCN(Cc2ccc(NC(C)=O)cc2)C1 (stereo not drawn)	12%	1%	-1%	-5%	-21%	-3.8%	-11%	0%	-5%
COc1ccc(NC(=O)N(C)[C@H]2C[C@H]3c4[nH]c5ccccc5c4CCN3C[C@H]2[C@H](C)O)cc1	.	.	51%[activator]	-1%	-25%	.	.	-2%	-2%
COc1ccc(OCc2nnc(SCC(=O)N3CCCCC3)o2)cc1	20%	5%	-17%	4%	-18%	1.9%	-8%	2%	0%
COc1ccc(N2CCN(C(=O)CCC(=O)N3CC(C)Oc4ccc(C)cc43)CC2)cc1 (stereo not drawn)	9%[57.1 µM]	2%[57.1 µM]	8%	2%	-11%	2.2%	1%	0%	-1%
COCCNC(=O)CN(C(=O)CCC(=O)Nc1ccccn1)c1cc(C)ccc1C	17%	-2%	i	0%	5%	1.8%	33%	3%	1%
NC(=O)c1ccc(CSc2nc3ccccc3s2)cc1	-25%	-16%	3%	-6%	-5%	1.0%	23%	-1%	1%
O=C(CCc1ccccc1)Nc1nc2nc(-c3ccccc3)cc(=O)n2[nH]1	3%	0%	0%[57.4 µM]	-8%	-10%	0.0%	0%	7%	-1%
O=C(NCCc1ccccc1)C1CCC(=O)N(Cc2cccc(C(F)(F)F)c2)C1 (stereo not drawn)	10%	0%	1%	-14%	-9%	1.2%	-7%	4%	2%
COc1ccc(-c2oc3ncn4nc(COc5ccccc5C)nc4c3c2-c2ccc(OC)cc2)cc1	14%	9%	-14%	4%	-8%	1.6%	-6%	-3%	-3%
Nc1c(-c2ccccc2)cnn1-c1cccc(Cl)c1	21%[57.1 µM]	-18%[57.1 µM]	1%	5%	-14%	4.9%	-14%	8%	-7%
Clc1ccccc1CSc1nnc(-c2ccncc2)o1	-8%	2%[57.1 µM]	?	4%	-21%	-0.2%	-17%	-2%	1%
CCOC(=O)C1CCCN(c2c(NCCN(CC)c3ccccc3)c(=O)c2=O)C1 (stereo not drawn)	16%	-2%	?	-6%	-14%	0.0%	-1%	2%	-4%
Cc1cc(C)c(C)c(S(=O)(=O)Nc2ccccc2N2CCOCC2)c1C	11%	-8%	24%	-5%	-15%	.	19%	-8%	0%

# Laid out differently: entries from further up
# Order of values: TrxR1 inh	TrxR1 substrate	ALOX12 inh	Vif-APOBEC3F blk	USP1 inh	RXFP1 ag	RGS4 inh	IDH1 R132H inh	Vif-A3G inh
O=C(Nc1nc2c(s1)CCCCCC2)Nc1ccc(F)cc1F
    29%[57.1 µM]	2%[57.1 µM]	0%	-1%	-2%	4.3%	-22%	7%	1%
Cn1c(=O)n(C)c2cc(S(=O)(=O)NCCO)ccc21
    23%	11%	-3%	-3%	-12%	1.1%	-12%	3%	0%

# Next part.
Compound	TrxR1 inh	TrxR1 substrate	ALOX12 inh	Vif-APOBEC3F blk	USP1 inh	RXFP1 ag	RGS4 inh	IDH1 R132H inh	Vif-A3G inh
COCc1nnc(NC(=O)c2ccc(S(=O)(=O)N3CCOCC3)cc2)o1	-4%	-5%	-11%	2%	-19%	-1.6%	-22%	11%	3%
Nc1nc(-c2ccc(Br)cc2)c(S(=O)(=O)c2ccccc2)s1	-5%	-6%	?	-22%	-8%	-0.5%	-9%	-5%	-3%
Cc1cc(NC(=O)COn2nnc3ccc(S(C)(=O)=O)cc32)ccc1Br	4%	-2%	2%	7%	-19%	0.0%	-29%	2%	-11%
O=C(CN(CCc1ccccc1)C(=O)c1csnn1)NCc1ccc(F)cc1	22%[57.1 µM]	7%[57.1 µM]	4%	2%	-15%	-1.6%	14%	-3%	-2%
Cc1cnc(CN(C)C(=O)c2ccc3oc(Cc4ccc(Cl)cc4)nc3c2)[nH]1	-6%	-5%	13%	-23%	-20%	0.8%	-13%	-8%	7%
O=C(NCc1ccccc1)c1ccc(Cn2c(=O)c3cccn3c3cccnc32)cc1	1%	11%	-14%	2%	-8%	?	-13%	22%	-6%
Cc1ccc2nc(SCC(=O)N3CCCC3)nc(=O)n2c1	-15%	-9%	-8%	-2%	-10%	20%	?	5%	1%
CC(C)(C)OC(=O)N1CCN(c2ccc(NC(=O)Cn3nnc(-c4ccccc4)n3)cc2)CC1	-1%	4%[57.1 µM]	?	1%	-12%	1.3%	5%[11.4 µM]	2%	-9%
O=C(CSc1nnc(C2CC2)n1C1CC1)c1ccc(Br)s1	-12%	3%	158%[activator]	5%	-17%	.	-11%	12%	0%
C=CCC(O)(CC=C)C(C)N (stereo not drawn)	-6%	1%	-2%	5%	-17%	-0.9%	8%	-1%	0%
O=C(c1cccnc1)N(c1cc2sc(=O)oc2c2ccccc12)S(=O)(=O)c1ccccc1	?	-12%	16µM*	-19%	-24%	1.4%	-122%	12%	-19%
CS(=O)(=O)N1CCN(c2ccc(C(=O)NC3C4CC5CC(C4)CC3C5)cc2[N+](=O)[O-])CC1 (stereo not drawn)	8%	-2%	26%	-12%	-11%	-0.5%	13%	5%	1%
CCc1ccc(CCC(=O)Nc2sc3c(c2C#N)CCCC3)o1	-27%	9%[57.1 µM]	?	-17%	-19%	0.6%	?	0%	?
COc1ccc(-c2nc(-c3ccccc3)no2)c(OC)c1	9%[57.1 µM]	-1%	-7%	7%	-2%	-0.4%	-4%	0%	-2%
O=c1c2ccccc2sn1-c1ccc(Cl)cc1Cl	.	.	-113%	0%	-22%	.	.	-14%	-14%
